From PubChem BioAssay
TRAIL sens C8 – viability loss with TRAIL in NB7+C8 cells, primary screen, TRAIL sensitizer project, cell-based, ATPlite luminescence. inhibition (viability loss, TRAIL sensitization), % at 10 µM. 360,000 tested, 1% active. AID 624354, 2012;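 active means compounds causing at least 50% loss of cell viability in the single-dose screen, relative to plate controls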
COUP-TFII inh – NR2F2 transcriptional activity inhibitors, primary screen, cell-based, luciferase reporter, HEK293T, luminescence; HEK293T NGFI-A luciferase reporter; AID 686940, 2013; 370,000 tested, 0.7% active; COUP transcription factor 2 (Homo sapiens), P24468; inhibition, % at 8.6 µM;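 active means inhibition above a per-plate cutoff, mean inhibition of test wells between control levels plus 3 SD, cut at about 38% in these data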;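 further: cells cotransfected with COUP-TFII expression vector driving the NGFI-A reporter; 0% = median of COUP-TF2 test wells and 100% = reporter-only cells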
NCOA2 inhibitor – inhibition of GAL4-SRC2 driven luciferase reporter, primary screen, SRC2 inhibitor project, cell-based, luminescence. Nuclear receptor coactivator 2 (Homo sapiens), Q15596. HEK293 GAL4-SRC2 luciferase reporter. inhibition, % at 9 µM. 370,000 tested, 0.17% active. AID 651957, 2012;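 active means inhibition above the mean inhibition of all tested compounds plus 3 SD, set per campaign, cut at about 52% in these data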;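 further: 0% = DMSO treated cells and 100% = cells given Gossypol at 36 µM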
TROY NFkB inh – inhibitors of TROY-driven NF-kB signaling, primary screen, Q293 LMP1-TROYcd cells, NF-kB luciferase, uHTS | 360,000 tested, 0.98% active | AID 1347056, 2019 | inhibition, % at 10 µM | Q293 LMP1-TROYcd NF-kB luciferase reporter, 4 h;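 active means compounds whose plate-normalised and pattern-corrected inhibition of the luciferase reporter signal at the single screening dose is 50% or more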
NCOA1 inh – SRC1 coactivator transcriptional activity inhibitors, primary screen, cell-based, luminescence; inhibition, % at 3.6 µM; 360,000 tested, 0.12% active; HEK293 GAL4-SRC1 luciferase reporter;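 active means inhibition above the campaign mean plus 3 SD, with each screening campaign given its own cutoff, cut at about 60% in these data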;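 further: 0% = DMSO treated cells and 100% = gossypol at 36 µM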
Vif imaging – HIV Vif self-association inhibitors, primary screen, imaging, HEK293T, single point | AID 602346, 2012 | 340,000 tested, 0.35% active | inhibition, % at 7.49 µM | HEK293T cells, Vif self-association by quenched fluorescence, 24 h; in the data active means inhibition above about 50%, passing the limit was not always enough; further: some results filed as inactive read as strong as hits
NCOA3 inh – SRC3 coactivator transcriptional activity inhibitors, primary screen, cell-based, luminescence; AID 588352, 2011; HEK293 GAL4-SRC3 luciferase reporter; inhibition, % at 3.6 µM; 360,000 tested, 0.17% active;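 active means inhibition above a per-campaign cutoff, the mean of all compounds plus 3 SD, cut at about 60% in these data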;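 further: 0% = DMSO-treated cells and 100% = gossypol-treated cells at 36 µM; higher means less SRC3-driven luciferase light from the GAL4 reporter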
LMP1 NFkB inh – EBV LMP1-driven NF-kappaB luciferase reporter inhibitors, primary screen, cell-based, luminescence, single point; LMP1-induced NF-kappaB luciferase reporter cells; inhibition, % at 12.5 µM; 350,000 tested, 0.69% active; AID 504558, 2011; in the data active means inhibition above about 41%;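 further: 0% = neutral control wells and 100% = reference inhibitor control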
NR5A2 inv ag – LRH-1 (NR5A2) inverse agonists, primary screen, cell-based, luminescence, HEK293T, StAR-luciferase reporter | AID 602396, 2012 | inhibition, % at 3.6 µM | Nuclear receptor subfamily 5 group A member 2 (Homo sapiens), O00482 | 360,000 tested, 0.13% active | LRH-1 transfected, 24 h;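 active means inhibition above the mean inhibition of all tested compounds plus 3 SD, cut at about 73% in these data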;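 further: 0% = DMSO wells and 100% = reporter-only cells lacking LRH-1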
TLR9-MyD88 inh – inhibitors of TLR9-MyD88 association in cells, primary screen, cell-based, CHO, BLA complementation, fluorescence; Toll-like receptor 9 (Homo sapiens) + Myeloid differentiation primary response protein …; CCF4 FRET ratio; inhibition, % at 4.98 µM; 340,000 tested, 0.21% active; AID 504734, 2011;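 active means inhibition above the mean over all tested compounds plus 3 SD, cut at about 21% in these data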;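 further: 0% = DMSO only wells and 100% = clavulanate BLA inhibitor control wells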
NOD2 RIPK2 PPI – NOD2-RIPK2 binding disruptors in cells, primary screen, fluorescence, CHO cells, BLA complementation | CCF4 ratio | inhibition, % at 4.98 µM | 360,000 tested, 0.38% active | AID 624267, 2012; in the data active means inhibition above about 21%;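 further: 0% = vehicle only and 100% = reference blocker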
* hit, by the source's call; . = not tested or not shown.

SMILES	TRAIL sens C8	COUP-TFII inh	NCOA2 inhibitor	TROY NFkB inh	NCOA1 inh	Vif imaging	NCOA3 inh	LMP1 NFkB inh	NR5A2 inv ag	TLR9-MyD88 inh	NOD2 RIPK2 PPI
COc1ccc(/C=N/NC(=O)c2cccc(NC(=O)c3ccccc3)c2)c(C(=O)O)c1OC	-11	-26	-21	-18	-21	-1	1	2	-15	3	-7
Cc1ccc2oc(=O)n(CC(=O)N3CCOCC3)c2c1	25	-8	-25	0	-28	-4	4	-3	8	-12	4
Cc1c(C(=O)N2CCN(C/C=C/c3ccccc3)CC2)oc2c(F)cccc12	6	20	29	18	-15	13	-6	-1	-4	-2	3
CCNC(=O)CN(c1ccc(Cl)cc1)S(=O)(=O)c1ccccc1	-5	12	0	-1	-10	-21	21	4	6	1	0
O=C1NCN(c2ccccc2)C12CCN(CCCC(c1ccc(F)cc1)c1ccc(F)cc1)CC2	22	7	14	27	-2	-4	-17	-2	-11	4	9
CCc1cc(/C(Cc2cscn2)=N\O)c(O)cc1O	-14	7	15	12	-16	-10	-15	-6	-7	3	3
O=C(CN(Cc1ccccc1)C(=O)CNS(=O)(=O)c1ccccc1)NCc1ccco1	4	6	4	0	-7	15	16	2	8	-1	2
Cc1ccccc1NC(=O)c1cccc(C(=O)Nc2ccccc2C)c1	10	5	23	-7	-23	4	19	10	4	-12	-4
O=C(Cc1cccc(NC(=O)C2CCN(C(=O)c3ccccc3)CC2)c1)Nc1cccc(C(=O)N2CCCCC2)c1	1	14	-31	-8	5	1	-13	-4	10	4	-2
CCS(=O)(=O)N1Cc2ccccc2CC1C(=O)Nc1nnc(SCc2ccc(C#N)cc2)s1 (stereo unspecified)	1	-6	-28	16	1	5	-2	-9	3	0	-3
Cc1oc(-c2cccc(Cl)c2)nc1CN1CCC(C(=O)NCc2ccco2)CC1	-3	8	3	-4	1	0	-2	2	0	-3	4
CCOc1ccc(OCCN2CCCCC2)cc1	-5	12	18	10	-18	-18	18	-7	20	4	8
COc1ccc(-c2cnc(SCC(=O)Nc3cc(C)on3)n2Cc2ccco2)cc1	5	18	4	10	-4	-8	31	-8	-1	-5	6
CCCCn1c(SCC(=O)c2c(N)n(C3CC3)c(=O)[nH]c2=O)nc2cc(S(N)(=O)=O)ccc21	2	-9	9	-22	-11	12	-10	-2	11	-4	1
Nc1ccccc1/C=N\N=C/c1ccccc1N	29	-56	-47	-81	-118	-3	-53	-87	-100	5	-15

An excerpt from above in order of the NCOA1 inh value, high to low:
smiles,COUP-TFII inh,NCOA2 inhibitor,NCOA1 inh,Vif imaging,NCOA3 inh,LMP1 NFkB inh,NR5A2 inv ag,TLR9-MyD88 inh,NOD2 RIPK2 PPI
O=C(Cc1cccc(NC(=O)C2CCN(C(=O)c3ccccc3)CC2)c1)Nc1cccc(C(=O)N2CCCCC2)c1,14,-31,5,1,-13,-4,10,4,-2
CCS(=O)(=O)N1Cc2ccccc2CC1C(=O)Nc1nnc(SCc2ccc(C#N)cc2)s1 (stereo unspecified),-6,-28,1,5,-2,-9,3,0,-3
CCCCn1c(SCC(=O)c2c(N)n(C3CC3)c(=O)[nH]c2=O)nc2cc(S(N)(=O)=O)ccc21,-9,9,-11,12,-10,-2,11,-4,1
CCc1cc(/C(Cc2cscn2)=N\O)c(O)cc1O,7,15,-16,-10,-15,-6,-7,3,3
Cc1ccccc1NC(=O)c1cccc(C(=O)Nc2ccccc2C)c1,5,23,-23,4,19,10,4,-12,-4
Cc1ccc2oc(=O)n(CC(=O)N3CCOCC3)c2c1,-8,-25,-28,-4,4,-3,8,-12,4

2 entries picked at random from the list so far:
SMILES	TRAIL sens C8	COUP-TFII inh	NCOA2 inhibitor	TROY NFkB inh	NCOA1 inh	Vif imaging	NCOA3 inh	LMP1 NFkB inh	NR5A2 inv ag	TLR9-MyD88 inh	NOD2 RIPK2 PPI
CCOc1ccc(OCCN2CCCCC2)cc1	-5	12	18	10	-18	-18	18	-7	20	4	8
COc1ccc(/C=N/NC(=O)c2cccc(NC(=O)c3ccccc3)c2)c(C(=O)O)c1OC	-11	-26	-21	-18	-21	-1	1	2	-15	3	-7

The main list resumes; the 4 compounds before the break are reprinted first.
SMILES	TRAIL sens C8	COUP-TFII inh	NCOA2 inhibitor	TROY NFkB inh	NCOA1 inh	Vif imaging	NCOA3 inh	LMP1 NFkB inh	NR5A2 inv ag	TLR9-MyD88 inh	NOD2 RIPK2 PPI
CCOc1ccc(OCCN2CCCCC2)cc1	-5	12	18	10	-18	-18	18	-7	20	4	8
COc1ccc(-c2cnc(SCC(=O)Nc3cc(C)on3)n2Cc2ccco2)cc1	5	18	4	10	-4	-8	31	-8	-1	-5	6
CCCCn1c(SCC(=O)c2c(N)n(C3CC3)c(=O)[nH]c2=O)nc2cc(S(N)(=O)=O)ccc21	2	-9	9	-22	-11	12	-10	-2	11	-4	1
Nc1ccccc1/C=N\N=C/c1ccccc1N	29	-56	-47	-81	-118	-3	-53	-87	-100	5	-15
CCCOC1CCCN(C(=O)c2ccc(OC3CCN(C(=O)COC)CC3)cc2)C1 (stereo unspecified)	-2	-1	-40	-13	-2	1	9	0	-1	-10	-1
Cc1cc(Nc2ccccc2)c2c([N+](=O)[O-])ccc(C)c2n1	6	13	2	-14	1	-4	15	-26	-14	3	-9
Nc1ncnc2c1ncn2C1CCC(CO)C(O)C1 (stereo unspecified)	-5	-8	14	3	9	9	9	-17	11	-4	2
O=C(N1CCN(c2cccc(Cl)c2)CC1)C1(S(=O)(=O)c2ccc(Cl)cc2)CC1	-3	6	-15	8	3	2	4	-2	-2	7	-1
COc1ccc(NC(=S)N2c3ccccc3CC2C)cc1OC (stereo unspecified)	-6	10	13	14	7	11	13	-9	18	-2	-16
CCOC(=O)c1c(NC(=O)COC(=O)c2ccc(O)cc2)sc(C(=O)N(C)C)c1C	1	2	3	16	-11	8	-9	-9	6	-8	-4
O=C(N/N=C/c1ccc(OCC2COCCO2)cc1)c1ccc(Br)cc1 (stereo unspecified)	8	-45	-17	-31	-28	-7	-21	-5	-12	-6	12
COc1ccc(Cl)cc1NC(=O)NC1CCCCC1	8	1	22	-12	-5	-5	3	-10	-12	-7	-1
Cc1ccc(-n2c(CSc3nc(C)cc(C)n3)nnc2SCC(=O)NCc2ccco2)cc1	-13	-3	-10	-13	2	0	11	-3	20	4	-6
CS(=O)(=O)N1CCN(c2ccc([N+](=O)[O-])c(N3CCOCC3)c2)CC1	0	2	18	22	-25	27	7	-3	6	0	-5
COc1cc(C=C(C#N)C(=O)c2ccccc2)cc(OC)c1OC	-6	-7	4	-3	11	-5	9	.	5	.	-7
Cc1ccc(C(=O)Nc2ncnc3sc4c(c23)CCCCC4)cc1	5	-16	-34	-20	11	-1	-1	2	0	4	-5
COc1ccccc1N(CC(=O)NCc1ccccc1)C(=O)CCC(=O)Nc1ccccn1	0	14	8	0	12	3	0	2	9	5	-5
CCOc1ccc(NC(=O)CNC(=O)Cc2ccccc2)cc1	11	3	6	6	-56	7	-9	4	8	5	-2
Cc1ccc(NC(=O)c2ccc([N+](=O)[O-])o2)cc1C	10	-69	-35	-30	-19	9	-33	-61	34	1	-4
CCc1nc2sc3ccccc3c(=O)c2c(=O)n1Cc1ccco1	-1	-7	-8	-9	-8	-6	21	7	-2	-11	8
COc1ccccc1-n1cnnc1SCC(=O)Nc1cccc(S(N)(=O)=O)c1	-3	8	-15	7	13	-8	4	-3	-4	-1	0
O=c1c(Cl)c(Cl)cnn1-c1ccccc1	-13	-1	-30	-1	-40	0	-8	0	8	24*	23*
Cc1ccc(S(=O)(=O)N2CCN(c3ncnc4scc(-c5ccccc5)c34)CC2)cc1	31	10	1	2	-31	7	16	-8	-1	-5	4
O=S(=O)([N-]c1nc2ccccc2nc1-n1cc[n+](Cc2ccccc2)c1)c1ccccc1	6	13	6	6	-29	-7	18	-2	3	-4	-11
CC(=O)OCc1c(C(F)(F)F)nn(C)c1Oc1cccc(C(F)(F)F)c1	1	2	-9	-7	9	0	-1	2	12	-8	-9
COc1ccc(NC(=O)/C=C/c2cc(OC)c(OC)c(OC)c2)cn1	-8	-13	-24	-15	8	-2	1	-3	1	-6	3
Cc1cc(C)n(-c2cc(C(C)(C)C)nc3c(-c4ccccc4)cnn23)n1	22	-41	-78	23	-103	-6	-47	-31	-124	-10	-11
COC(C(=O)Nc1ccnn1C1CCN(C(=O)c2cccc(F)c2)CC1)c1ccccc1 (stereo unspecified)	12	7	-28	-30	-10	3	9	-1	-14	4	2
COc1ccc(NC(=O)c2ccc(NCCCN3CCOCC3)c([N+](=O)[O-])c2)cc1	9	-9	-7	-23	-10	10	4	-3	-4	-9	-11
COCCNC(=O)Cn1cnc2sc(C)c(S(=O)(=O)N3CCN(c4ccccc4OC)CC3)c2c1=O	0	-1	7	-17	-20	10	17	0	-5	0	-3
COC(=O)Nc1snnc1C	-12	-5	2	2	15	5	-15	4	14	-2	-18
Cc1ccccc1CC1(CO)CCCN(C(=O)c2ccc(F)cc2)C1 (stereo unspecified)	-8	-17	-1	-3	-7	-1	5	7	-12	0	-8
CCN1CCN(c2cc(=O)n(Cc3ccc(F)cc3)c(=O)[nH]2)CC1	-6	-10	-22	-6	0	-9	11	-5	2	-7	-9
O=C(O)/C=C\C(=O)Nc1ccc(OCc2ccccc2)cc1	7	-9	-1	-31	-37	2	-11	-8	-36	-3	2
CN(CC(=O)Nc1ccc(F)cc1)C(=O)CSc1nnc(Cc2ccccc2)o1	2	2	-42	-8	-27	16	7	-3	2	5	-3
COc1cccc(CN(C)S(=O)(=O)c2ccc3c(c2)OCCO3)c1	14	-15	1	-3	-1	0	-4	1	-14	-2	6
NC(COCc1ccccc1)c1csc(Nc2cc(Oc3ccccc3)ncn2)n1 (stereo unspecified)	35	6	1	13	1	-2	-12	.	2	.	-17
CCC(C(=O)NC1CCCC1)N(C(=O)Cn1nnc(-c2cccs2)n1)c1cnc2ccccc2c1 (stereo unspecified)	-31	5	-22	10	14	-11	15	-7	8	10	1
O=C(NCC1CCCO1)C1CCN(S(=O)(=O)c2cccnc2)CC1 (stereo unspecified)	-1	-9	-18	-15	-3	0	1	8	-18	-3	-6
CCN(CC(=O)Nc1cc(Cl)ccc1C)C(=O)c1ccc(=O)n(Cc2ccccc2)n1	-18	4	-17	20	1	.	14	-32	7	-11	-1
COc1ccc(NC2CCCN(C(=O)c3cc(CC(C)C)nc(N)n3)C2)cc1 (stereo unspecified)	1	0	-20	0	-4	-4	-15	4	11	-18	3

An excerpt. The share of hits here may be higher or lower than overall.
